mHTT CaM bind: mHTT-calmodulin interaction abrogation. P42858. AlphaScreen His-mHTT/GST-CaM binding, luminescence. inhibition, % at 15 µM. hit rate 3.6% among 190,000;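 note: 0% = both proteins with DMSO and 100% = one protein alone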
Pf apPOL inh: Pf-apPOL DNA polymerase inhibition. Recombinant Pf-apPOL, molecular beacon fluorescence, 1.5 h. inhibition, % at 10 µM. hit rate 0.25% among 210,000
Starred values were filed as active, the others as inactive; i = inactive; / = not tested or not shown; & = joins results of further samples. Cut-off read from the data, not from the text of the source: active = inhibition above about 50%; inactive = the rest.

Below each SMILES – mHTT CaM bind	Pf apPOL inh
COc1cc(Cl)ccc1C(=O)N1CCCC1COc1ccc(C(=O)NC2CC2)cc1 (stereo not drawn)
→ 0.8	-2.3
CCOc1ccc(S(=O)(=O)N2CCSC2c2ccccc2Cl)cc1 (stereo not drawn)
→ -5.0	-1.2
O=c1oc(/C=C/c2ccco2)nc2sc3c(c12)CCC3
→ 7.0	3.2
O=C(NCC1(O)CCOc2ccccc21)c1ccc2c(c1)OCO2 (stereo not drawn)
→ -4.9	-4.0
CN1C(=O)c2cccc(NC(=O)c3nc4ccccc4s3)c2C1=O
→ -3.0	-2.4
O=C(Cn1c2ccccc2n2ncnc12)c1ccc(Br)cc1
→ 3.0&-0.4	0.7&2.0
Cc1nc(NC(=O)c2n[nH]c3ccccc23)sc1C(=O)N(C)C
→ -8.2	-4.2
CCN(C)C(=O)c1ccccc1N1CCC(NC(=O)C(C)(C)C)CC1
→ 25.1	-89.2
Cc1c(Cl)c([N+](=O)[O-])nn1CCCC(=O)Nc1sc2c(c1C#N)CCCC2
→ 9.0	3.5
COc1ccc(C(=O)Nc2cccc(Cl)c2C)cc1I
→ -3.6	-3.6
Cc1ccc(C2=C/C(=C3/c4ccccc4-c4ncccc43)C(=O)O2)cc1C
→ 41.0	-5.8
CC1=C(C(=O)Nc2ccccn2)C(c2cccc(Cl)c2Cl)C2=C(CC(C)(C)CC2=O)N1 (stereo not drawn)
→ 11.0	6.2
NCCNCCSc1ccc(Cl)cc1
→ 0.7	-3.5
COc1ccc(OC)c(CNC(=O)CCc2cn(Cc3ccccc3)c3ccccc23)c1
→ -12.0	-14.0
Cc1ccc(S[C@@H](CCN2CC[C@H](NC(=O)OCc3ccccc3)CCC2=O)c2ccccc2)cc1
→ 14.1	-6.7
O=c1nc2sccn2c2ncccc12
→ /	-2.9
CCCCCC1OCC2(CO)C(C)C=C(C)C1C2C (stereo not drawn)
→ -2.0	-7.5
CC(CO)NCC12CC3CC(CC(C3)C1)C2 (stereo not drawn)
→ -4.8	-2.5
CCOCc1nc(-c2cccc(-c3ccn[nH]3)c2)no1
→ 0.4	-4.5
Clc1nc(N2CCCCC2)nc(N2CCCCC2)n1
→ -6.0	1.8
CCc1ccc(C(C)NC(=O)C2CCN(c3cncnc3N3CCOCC3)CC2)cc1 (stereo not drawn)
→ 28.2	-1.3
CC(C(=O)Nc1nc2ccccc2s1)N1C(=O)c2ccccc2C1=O (stereo not drawn)
→ 9.3	6.5
CC1CCN(c2nccc(C(=O)N3CCN(c4cccc(Cl)c4)CC3)n2)CC1
→ 11.4	-1.6
O=Cc1ccc(-c2cc(Cl)cc(Cl)c2)o1
→ 12.1	15.4
O=[N+]([O-])c1c(N2CCCCC2)ncnc1N1CCCCC1
→ 6.0	1.4
Cc1ccc(S(=O)(=O)N(CCC#N)CCC#N)cc1
→ -7.0	-19.8
CCNC(=O)CNC(=O)C1CC(c2ccc(Cl)cc2)=NO1 (stereo not drawn)
→ -1.6	-7.1
CC(=O)N/C(=C\c1ccccc1Br)C(=O)NCc1ccc(F)cc1
→ 3.0	2.1
CC(=O)c1ccc(NC(=O)c2cnn3c4c(cnc23)CCCCCC4)cc1
→ 8.2	-2.6
COC(CNC(=O)c1ccc2c(c1)NC(=O)c1ccccc1S2)OC
→ 4.0	-10.7

Going on with the list.
Below each SMILES – mHTT CaM bind	Pf apPOL inh
O=C(Cc1cccc(C(F)(F)F)c1)Nc1cncnc1
→ -5.3	9.2
Cc1ccc(C(=O)OCCN2C(=O)c3ccccc3C2=O)cc1
→ -12.3	-6.1
Cc1cccc(CSC2=NCCN2C(=O)c2ccccc2Br)c1
→ -21.0	-23.5
NC(=Nc1nc2ccccc2o1)NC(=O)/C=C/c1ccccc1
→ -3.0	6.4
CC(C)(C)c1ccc(OCC(O)CSc2ncn[nH]2)cc1 (stereo not drawn)
→ 2.6	4.7
Cc1cc2[nH]c(C(=O)Nc3ccccc3)c(CN3CCCC3)c2s1
→ 2.8	0.7
COC(=O)c1ccc(Oc2c(C)oc3c(CN(C)C)c(O)ccc3c2=O)cc1
→ 2.1	-1.1
Cn1cnc2c1c(=O)n(CCC[Si](C)(C)C)c(=O)n2C
→ 0.0	-2.6
O=C(COc1cccc(Cl)c1)N1CCc2nc3cc(-c4ccccc4)[nH]n3c(=O)c2C1
→ 23.4	9.4
CCCNC(=O)C1CCN(c2nnc3c(Cl)cccn23)CC1
→ -0.8	1.1
CC(C)(C)NC(=O)N1CCC(CNS(=O)(=O)c2ccc(Br)s2)CC1
→ -7.3	1.6
CCOc1ccc(NC(=O)C2CCN(c3nccc(C)n3)CC2)cc1
→ -11.4	-1.5
O=C(NCCc1ccccc1)c1ccc([N+](=O)[O-])cc1
→ -2.2	5.5
Cc1ccc(-c2nc3ccc(Br)cc3c(=O)o2)cc1
→ 1.0	-9.5
O=C(Nc1ccc(Cn2cncn2)cc1)c1ccccc1
→ -3.9	1.5
CCS(=O)(=O)N1CCc2[nH]nc(-c3ccc(F)cc3)c2C1
→ -6.9	-3.4
COc1ccc(C(N)=NO)cc1
→ 1.0	-10.1
CC(=O)N1c2ccccc2NC2=C(C(=O)CC(c3ccccc3)C2)C1c1cccs1 (stereo not drawn)
→ 16.0	-7.7
COc1cccc(C2SCc3cc(C)c(C)cc3CS2)c1O
→ /	-3.6
COc1cc(C=CC(=O)N2CCCSCC2CN2CCOCC2)cc(OC)c1OC (stereo not drawn)
→ 4.5	-5.2
CC(C)C[C@H]1COc2cc(Br)ccc2S(=O)(=O)N1Cc1cn(Cc2ccc(F)cc2)nn1
→ -1.4	0.3
COc1cc(OC)cc(C(=O)Nc2ccc(S(=O)(=O)Nc3cnc4ccccc4n3)cc2)c1
→ 14.0	-3.9
O=C(Nc1ccc(Cl)c(-c2nc3cc(Cl)ccc3o2)c1)c1ccccc1[N+](=O)[O-]
→ -1.6	5.0
CCC(=O)Nc1nonc1-c1noc(CC)n1
→ -1.6	/
Cc1cccc(Cc2c(C)nc(C)nc2N2CCN(C(=O)C3CC3)CC2)c1
→ 4.3	-2.2
N/C(=N\OC(=O)c1cccc(Br)c1)c1ccncc1
→ i	23.7
C/C(=N\OC(=O)c1cccc([N+](=O)[O-])c1)c1cccs1
→ i	-7.2
CCN(CC)c1cc(C)nc2nc(CN3CCCC(C)C3)nn12 (stereo not drawn)
→ 7.0	1.4
COC(=O)c1ccc(NC(=O)N2CCCC2c2cc(C)on2)cc1 (stereo not drawn)
→ -4.2	0.6
O=C(C1CCN(Cc2ccccc2F)CC1)N1CCCC1
→ 0.1	-5.5

More structures.
Below each SMILES – mHTT CaM bind	Pf apPOL inh
Brc1ccccc1CN1CCN(Cc2ccncc2)CC1
→ 4.7	-6.5
CSc1ccccc1C(=O)N(CCc1ccccc1)Cc1ccccn1
→ -6.9	-19.9
O=C1NCCCCC1NS(=O)(=O)c1ccccc1 (stereo not drawn)
→ /	-7.3
CCCc1nc2cc(Cl)c(Cl)cc2nc1C
→ /	-1.7&1.7
O=c1[nH]nc(SCc2ccccc2Cl)c(=O)[nH]1
→ 0.0	-0.1
Cc1cccc(NC(=O)N2CC(C)Oc3ccc(Cl)cc32)c1 (stereo not drawn)
→ -27.0	-4.6
Cc1onc(-c2ccccc2Cl)c1C(=O)NCC(c1ccc2c(c1)CCN2C)N(C)C (stereo not drawn)
→ 17.0	-7.3
O=C(COc1ccccc1)N1CCN=C1SCc1ccccc1
→ 1.0	-2.4
CN(CCO)c1cccc2c1S(=O)(=O)N(Cc1cn(Cc3ccc(Cl)cc3)nn1)Cc1ccccc1O2
→ 9.5	-10.1
Cc1ccc(NC(=O)c2ccc(NCc3cccnc3)c([N+](=O)[O-])c2)cc1
→ 4.3	1.1
COc1ccc(CNC(=O)C2CCCN(c3nnc4c(Cl)cccn34)C2)cc1 (stereo not drawn)
→ 2.5	-1.4
O=C(CNc1c2ccccc2nc2ccccc12)NC(CO)C(=O)O (stereo not drawn)
→ 0.0	1.7
O=S(=O)(Cc1ccc(Br)cc1F)c1ccccn1
→ /	-6.9
N#CCCOc1ccc(Cl)cc1Cl
→ /	7.1&-8.5
Cc1sc(NC(=O)c2cccc([N+](=O)[O-])c2C(=O)O)nc1-c1ccccc1
→ -4.4	2.4
Cc1ccccc1OCC(=O)Nc1ncc(Cc2ccc(Cl)cc2)s1
→ 4.0	3.0
CC1CCN(CN2C(=O)C(=Nc3ccccc3)c3ccccc32)CC1
→ 3.0	-3.9
Cn1c(CNC(=O)C2CCc3nc(N4CCCC4)ncc3C2)nc2ccccc21 (stereo not drawn)
→ 9.1	2.7
CN1CCN(CC(=O)N2CCCc3c2c(=O)oc2ccc(OCc4ccccc4)cc32)CC1
→ 15.0	-5.4
CCOc1ccccc1CNC1CCN(c2ccc(C(=O)Nc3ccccc3)cn2)C1 (stereo not drawn)
→ 5.3	-5.7
Cc1cccc(NC(=O)N2CCCC2c2ccc(Cl)cc2)c1 (stereo not drawn)
→ -17.3	-0.3
O=C(CN1C(=O)C2(OCCCO2)c2ccccc21)Nc1ccccc1Cl
→ -3.0	-5.7
O=C(NCCCn1ccnc1)C1c2ccccc2Oc2ccccc21
→ 4.0	-0.2
COc1cccc(C2C3=C(CC(C)(C)CC3=O)NC3=C2C(=O)c2ccccc23)c1OC (stereo not drawn)
→ 44.0&15.5	-6.5&-2.0
COCCN=C1Nc2ncccc2NC12CCN(C(=O)c1ccc(F)c(Cl)c1)CC2
→ 3.9	-3.1
CCOc1ccc(C(=O)NC2(c3nc(C)no3)CCCCC2)cc1OCC
→ 14.5	3.8
Cc1cccc(N=c2oc3ccccc3cc2C(=O)Nc2nccs2)c1
→ -3.0	-6.2
Cc1ccc(/C=C2\N=C(c3ccccc3Br)OC2=O)o1
→ 6.0	2.2
O=C1c2ccccc2C(=O)C1c1ccccc1
→ /	1.1&3.3
Cc1cc(C)n2nc(S(=O)(=O)Nc3c(Cl)nc(C)c(Cl)c3C)nc2n1
→ 1.0	0.3

Next section.
Below each SMILES – mHTT CaM bind	Pf apPOL inh
CCCCC1=NN(C(=O)COc2ccc(Cl)c(C)c2)C(O)(C(F)(F)F)C1 (stereo not drawn)
→ 100.0*	0.2
Cc1cc(NC(=O)C(=O)NCC2(c3ccc(F)cc3)CCOCC2)no1
→ -10.6	-1.3
O=C(Nc1ccccc1[N+](=O)[O-])c1cc(S(=O)(=O)N2CCOCC2)ccc1Cl
→ 22.0	-1.0
Cc1noc2ncnc(NC3CCCC3)c12
→ -8.3	-0.5
COc1ccc(CCNS(=O)(=O)c2cccc3cccnc23)cc1OC
→ 2.3	8.3
COc1ccc(C)cc1N(CC(=O)N1CCN(c2ccccc2F)CC1)S(C)(=O)=O
→ 2.8	4.0
O=C(CSc1nnnn1-c1ccccc1)N1CCCc2ccccc21
→ -7.3	-0.8
CC(=O)Nc1ccc(C(=O)NCc2ccc(F)cc2F)c(N2CCCCC2)c1
→ 15.4	-2.2
CCn1c(SCC(=O)NCc2ccc3c(c2)OCO3)nc2c(oc3ccccc32)c1=O
→ -8.1	0.5
Cc1c(Cl)cccc1N=Cc1nc(/C=C/c2cccc([N+](=O)[O-])c2)oc1O
→ 15.0	1.6
C=CCNC(=O)c1c[nH]c2ccc(S(=O)(=O)N(C)c3ccc(Cl)cc3F)cc2c1=O
→ 7.0	-4.6
CC(=O)N(CN1C(=O)c2ccc(Br)cc2C1=O)c1cc(Br)ccc1C
→ 8.0	-2.9
NC(=O)C1CCN(S(=O)(=O)c2cc(C(=O)Nc3ccc(Cl)c(Cl)c3)ccc2F)CC1
→ 35.0	-8.5

Molecules above that have fluorine (13):
Below each SMILES – mHTT CaM bind	Pf apPOL inh
CC(=O)N/C(=C\c1ccccc1Br)C(=O)NCc1ccc(F)cc1
→ 3.0	2.1
O=C(Cc1cccc(C(F)(F)F)c1)Nc1cncnc1
→ -5.3	9.2
CCS(=O)(=O)N1CCc2[nH]nc(-c3ccc(F)cc3)c2C1
→ -6.9	-3.4
CC(C)C[C@H]1COc2cc(Br)ccc2S(=O)(=O)N1Cc1cn(Cc2ccc(F)cc2)nn1
→ -1.4	0.3
O=C(C1CCN(Cc2ccccc2F)CC1)N1CCCC1
→ 0.1	-5.5
O=S(=O)(Cc1ccc(Br)cc1F)c1ccccn1
→ /	-6.9
COCCN=C1Nc2ncccc2NC12CCN(C(=O)c1ccc(F)c(Cl)c1)CC2
→ 3.9	-3.1
CCCCC1=NN(C(=O)COc2ccc(Cl)c(C)c2)C(O)(C(F)(F)F)C1 (stereo not drawn)
→ 100.0*	0.2
Cc1cc(NC(=O)C(=O)NCC2(c3ccc(F)cc3)CCOCC2)no1
→ -10.6	-1.3
COc1ccc(C)cc1N(CC(=O)N1CCN(c2ccccc2F)CC1)S(C)(=O)=O
→ 2.8	4.0
CC(=O)Nc1ccc(C(=O)NCc2ccc(F)cc2F)c(N2CCCCC2)c1
→ 15.4	-2.2
C=CCNC(=O)c1c[nH]c2ccc(S(=O)(=O)N(C)c3ccc(Cl)cc3F)cc2c1=O
→ 7.0	-4.6
NC(=O)C1CCN(S(=O)(=O)c2cc(C(=O)Nc3ccc(Cl)c(Cl)c3)ccc2F)CC1
→ 35.0	-8.5

Screening data (PubChem BioAssay)

No enrichment for hits. Share with any hit: about 3.6%.
